Assay outcomes as filed in PubChem.
CIT2 TOR yeast = yeast TOR pathway CIT2-GFP modulation | GFP response vs DMSO, % at 10 µM | S. cerevisiae CIT2-GFP strain, flow cytometry, 3 h; 100 means same as DMSO wells | AID 2029 | 320,000 compounds, 0.065% hits;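 active means GFP response relative to DMSO above a set limit, near the screen mean plus 3 SD, cut at about 150% in these data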;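 further: ratio of well median GFP fluorescence to mean of DMSO wells on the plate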
GASC-1 inh = inhibitors of human GASC-1 (JMJD2C) demethylase; Q9H3R0; inhibition, % at 2.35 µM; AID 2099; GST-JMJD2C(1-420) H3K9me3 demethylation, DELFIA europium; 330,000 compounds, 0.069% hits;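 active means more than half of a compound's replicate wells show inhibition beyond 50%, single wells judged on their own value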;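 further: signal counts dimethyl H3K9 product captured on neutravidin plate; 0% = median of DMSO wells and 100% = 0.3 times that DMSO median; strong numbers were not always called active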
Target sequence (Q9H3R0 1-420 limits assumed): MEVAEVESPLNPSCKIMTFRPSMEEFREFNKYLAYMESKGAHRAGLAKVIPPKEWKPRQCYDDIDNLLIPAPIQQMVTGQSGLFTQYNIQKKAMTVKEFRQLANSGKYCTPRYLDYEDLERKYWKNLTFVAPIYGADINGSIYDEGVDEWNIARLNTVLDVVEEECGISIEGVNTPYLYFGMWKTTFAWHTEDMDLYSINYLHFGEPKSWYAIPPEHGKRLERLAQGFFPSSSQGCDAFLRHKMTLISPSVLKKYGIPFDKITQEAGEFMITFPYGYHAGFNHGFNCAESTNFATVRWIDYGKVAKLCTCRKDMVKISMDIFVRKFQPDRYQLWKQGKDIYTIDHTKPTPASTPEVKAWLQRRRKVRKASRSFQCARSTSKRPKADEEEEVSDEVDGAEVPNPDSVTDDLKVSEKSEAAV
AGP1 TOR yeast = alters AGP1-GFP fluorescence in TOR pathway yeast screen; GFP response vs DMSO, % at 10 µM; 320,000 compounds, 0.02% hits; S. cerevisiae AGP1-GFP multiplex flow cytometry, 3 h; GFP as percent of DMSO wells;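 active means GFP response relative to DMSO above a set limit, near screen average plus 3 SD, cut at about 150% in these data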;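 further: median GFP channel fluorescence of the gated AGP1 strain per well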
MEP2-GFP yeast = yeast TOR pathway MEP2-GFP modulation | S. cerevisiae MEP2-GFP strain, flow cytometry GFP, 3 h; 100% = DMSO control level | GFP response vs DMSO, % at 10 µM | 330,000 compounds, 0.51% hits;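 active means GFP response versus DMSO above a set limit, roughly screen mean plus 3 SD, cut at about 180% in these data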;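 further: median GFP fluorescence of the barcode-gated MEP2-GFP cells per well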
VLA-4 inh = inhibition in a human VLA-4 binding assay. VLA-4 expressing cells, ligand binding flow cytometry. inhibition, % (about 7 µM as worked out from the volumes in the protocol). 330,000 compounds, 0.2% hits; in the data active means inhibition above about 50%
RPL19A-GFP yeast = yeast TOR pathway RPL19A-GFP modulation. S. cerevisiae RPL19A-GFP strain, flow cytometry, 3 h; hits give low values. percent response vs DMSO, % at 10 µM. 330,000 compounds, 0.3% hits. AID 2025;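 active means percent response vs DMSO below 50%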;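 further: median channel GFP fluorescence of the barcoded RPL19A-GFP strain; ratio of sample median GFP to plate DMSO average so 100% = DMSO; lower means less RPL19A-GFP as with rapamycin TOR inhibition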
LAP4-GFP MLPCN = modulators of TOR pathway LAP4-GFP in S. cerevisiae | GFP response vs DMSO, % at 10 µM | S. cerevisiae LAP4-GFP multiplex, flow cytometry GFP, 3 h; median GFP as percent of DMSO wells | 320,000 compounds, 0.34% hits;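 active means GFP response vs DMSO above a set limit, about the screen mean plus 3 SD, cut at about 150% in these data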
GRK2 aptamer HTS = inhibitors of human GRK2 displacing RNA aptamer; inhibition of aptamer binding, % at 10 µM; bead flow cytometry, FAM-aptamer displacement from GRK2; 330,000 compounds, 0.59% hits; P25098;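 active means inhibition of aptamer binding above 40%, roughly 3 SD of noise, on plates passing a quality check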;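 further: median bead fluorescence of bound FAM aptamer so fluorescent compounds give negative values; no value below 0 was filed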
Target sequence (P25098 whole entry, looked up): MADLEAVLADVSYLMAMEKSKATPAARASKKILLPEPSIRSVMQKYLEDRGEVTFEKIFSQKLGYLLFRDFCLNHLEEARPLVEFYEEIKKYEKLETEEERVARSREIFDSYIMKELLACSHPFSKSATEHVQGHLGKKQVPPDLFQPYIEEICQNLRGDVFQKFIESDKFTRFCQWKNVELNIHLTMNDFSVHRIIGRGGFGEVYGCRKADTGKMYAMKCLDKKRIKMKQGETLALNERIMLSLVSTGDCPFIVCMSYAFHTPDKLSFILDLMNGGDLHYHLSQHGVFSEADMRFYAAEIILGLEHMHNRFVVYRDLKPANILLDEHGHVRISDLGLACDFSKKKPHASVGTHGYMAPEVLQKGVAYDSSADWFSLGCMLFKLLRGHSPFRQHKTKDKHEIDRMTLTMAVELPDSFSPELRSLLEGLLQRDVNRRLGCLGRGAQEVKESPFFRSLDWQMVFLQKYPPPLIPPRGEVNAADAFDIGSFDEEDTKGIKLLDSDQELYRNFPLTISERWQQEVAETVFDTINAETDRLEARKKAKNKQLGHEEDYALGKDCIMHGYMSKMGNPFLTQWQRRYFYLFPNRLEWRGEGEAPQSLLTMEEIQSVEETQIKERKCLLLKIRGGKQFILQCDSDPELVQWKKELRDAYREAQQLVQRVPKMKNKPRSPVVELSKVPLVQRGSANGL
An asterisk follows results filed as active; & = joins results of further samples.

What do the screens show for `Cc1ccc(N2CC(C(=O)OCc3nnc(-c4ccccc4)o3)CC2=O)cc1` (stereo not drawn)?
CIT2 TOR yeast: 75; GASC-1 inh: 10; AGP1 TOR yeast: 84; MEP2-GFP yeast: 92; VLA-4 inh: -9; RPL19A-GFP yeast: 96; LAP4-GFP MLPCN: 155*; GRK2 aptamer HTS: 0

Results for CCN1CCN(S(=O)(=O)CC2(C)C3CCC2(C)C(=O)C3Br)CC1 (stereo not drawn) ?
CIT2 TOR yeast: 86; GASC-1 inh: 12; AGP1 TOR yeast: 90; MEP2-GFP yeast: 94; VLA-4 inh: 6; RPL19A-GFP yeast: 94; LAP4-GFP MLPCN: 91; GRK2 aptamer HTS: 0

How did COc1ccccc1N1CCN(C(=O)c2noc(C)c2[N+](=O)[O-])CC1 do in these assays?
CIT2 TOR yeast: 118; GASC-1 inh: 7; AGP1 TOR yeast: 106; MEP2-GFP yeast: 105; VLA-4 inh: -21; RPL19A-GFP yeast: 105; LAP4-GFP MLPCN: 95; GRK2 aptamer HTS: 4

What do the screens show for `N#Cc1cc(N)c(Nc2ccccc2)cc1C#N`?
CIT2 TOR yeast: 108; GASC-1 inh: 6; AGP1 TOR yeast: 107; MEP2-GFP yeast: 109; VLA-4 inh: 3; RPL19A-GFP yeast: 104; LAP4-GFP MLPCN: 111; GRK2 aptamer HTS: 2

Results for CCS(=O)(=O)N1Cc2ccccc2CC1C(=O)Nc1nnc(SCc2ccc(C#N)cc2)s1 (stereo not drawn) ?
CIT2 TOR yeast: 99; GASC-1 inh: -2; AGP1 TOR yeast: 93; MEP2-GFP yeast: 107; VLA-4 inh: inactive; RPL19A-GFP yeast: 100; LAP4-GFP MLPCN: 91; GRK2 aptamer HTS: 0

How did COc1ccc(-n2c(O)c(/C=N/NS(=O)(=O)c3cc(C)ccc3C)c3ccccc3c2=O)cc1OC do in these assays?
CIT2 TOR yeast: 112; GASC-1 inh: -8; AGP1 TOR yeast: 107; MEP2-GFP yeast: 119; VLA-4 inh: -266; RPL19A-GFP yeast: 107; LAP4-GFP MLPCN: 106; GRK2 aptamer HTS: 6

How did CCc1ccccc1NC(=O)C1CCN(S(C)(=O)=O)CC1 do in these assays?
CIT2 TOR yeast: 93; GASC-1 inh: 6; AGP1 TOR yeast: 104; MEP2-GFP yeast: 101; VLA-4 inh: -2; RPL19A-GFP yeast: 99; LAP4-GFP MLPCN: 103

What do the screens show for `Cc1ccc(S(=O)(=O)CC(=O)Nc2nc(C(C)(C)C)cs2)cc1`?
CIT2 TOR yeast: 90; GASC-1 inh: 1; AGP1 TOR yeast: 91; MEP2-GFP yeast: 94; VLA-4 inh: -12; RPL19A-GFP yeast: 93; LAP4-GFP MLPCN: 107; GRK2 aptamer HTS: 0

Results for CC1=NOC2(C1)N(C)c1ccccc1C2(C)C (stereo not drawn) ?
CIT2 TOR yeast: 102; GASC-1 inh: 10; AGP1 TOR yeast: 100; MEP2-GFP yeast: 102; VLA-4 inh: 4; RPL19A-GFP yeast: 96; LAP4-GFP MLPCN: 90; GRK2 aptamer HTS: 1

How did CCOc1ccc(CCNC(=O)COC(=O)/C=C/c2ccc(OCC#N)c(OC)c2)cc1OCC do in these assays?
CIT2 TOR yeast: 95; GASC-1 inh: -3; AGP1 TOR yeast: 99; MEP2-GFP yeast: 101; VLA-4 inh: 5; RPL19A-GFP yeast: 99; LAP4-GFP MLPCN: 94; GRK2 aptamer HTS: 0

How did COCCn1c(SCC(=O)Nc2ccc(C)cc2C)nc2c(oc3ccccc32)c1=O do in these assays?
CIT2 TOR yeast: 96; GASC-1 inh: 5; AGP1 TOR yeast: 98; MEP2-GFP yeast: 100; VLA-4 inh: 14; RPL19A-GFP yeast: 101; LAP4-GFP MLPCN: 85; GRK2 aptamer HTS: 0

Results for Cn1cc(-c2nnnn2-c2ccc(Cl)cc2)c(=O)c2ccccc21 ?
CIT2 TOR yeast: 104; GASC-1 inh: 111; AGP1 TOR yeast: 108; MEP2-GFP yeast: 110; VLA-4 inh: -4; RPL19A-GFP yeast: 106; LAP4-GFP MLPCN: 100; GRK2 aptamer HTS: 0

How did Cc1ccc(/C=N/n2c(COc3ccccc3)n[nH]c2=S)cc1 do in these assays?
CIT2 TOR yeast: 104; GASC-1 inh: -7; AGP1 TOR yeast: 97; MEP2-GFP yeast: 113; VLA-4 inh: 8; RPL19A-GFP yeast: 106; LAP4-GFP MLPCN: 97; GRK2 aptamer HTS: 2

How did Cc1nc2c(C(=O)N3CCN(C)CC3)cnn2c(C)c1Cc1ccc(Cl)cc1 do in these assays?
CIT2 TOR yeast: 98; GASC-1 inh: 5; AGP1 TOR yeast: 96; MEP2-GFP yeast: 103; VLA-4 inh: -6; RPL19A-GFP yeast: 94; LAP4-GFP MLPCN: 96; GRK2 aptamer HTS: 3

What do the screens show for `CSc1nnnn1-c1ccc(C(=O)O)cc1`?
CIT2 TOR yeast: 104; GASC-1 inh: 6; AGP1 TOR yeast: 106; MEP2-GFP yeast: 120; VLA-4 inh: 3; RPL19A-GFP yeast: 102; LAP4-GFP MLPCN: 105; GRK2 aptamer HTS: 1

How did COc1ccc(S(=O)(=O)N2CCN(CC3CC=CCC3)CC2)cc1 (stereo not drawn) do in these assays?
CIT2 TOR yeast: 97; GASC-1 inh: 64; AGP1 TOR yeast: 96; MEP2-GFP yeast: 100; VLA-4 inh: 19; RPL19A-GFP yeast: 102; LAP4-GFP MLPCN: 92; GRK2 aptamer HTS: 3

How did CCC(=O)Nc1nc2ccccc2n1Cc1ccccc1C do in these assays?
CIT2 TOR yeast: 85; GASC-1 inh: -3; AGP1 TOR yeast: 91; MEP2-GFP yeast: 95; VLA-4 inh: 17; RPL19A-GFP yeast: 91; LAP4-GFP MLPCN: 87; GRK2 aptamer HTS: 0

Results for Cc1ccc2sc(=O)[nH]c2c1 ?
CIT2 TOR yeast: 96; GASC-1 inh: 1; AGP1 TOR yeast: 103; MEP2-GFP yeast: 106; VLA-4 inh: 4; RPL19A-GFP yeast: 100; LAP4-GFP MLPCN: 103; GRK2 aptamer HTS: 0

How did O=C1NC(Cc2ccc(O)cc2)c2nc3ccc(Br)cc3c(=O)n2-c2ccc(Cl)cc21 (stereo not drawn) do in these assays?
CIT2 TOR yeast: 86; GASC-1 inh: 0; AGP1 TOR yeast: 94; MEP2-GFP yeast: 99; VLA-4 inh: -11; RPL19A-GFP yeast: 95; LAP4-GFP MLPCN: 90; GRK2 aptamer HTS: 2

What do the screens show for `N#CCCN1CCN(S(=O)(=O)c2ccc3c(c2)OCCCO3)CC1`?
CIT2 TOR yeast: 92; GASC-1 inh: 6; AGP1 TOR yeast: 89; MEP2-GFP yeast: 93; VLA-4 inh: 4; RPL19A-GFP yeast: 90; LAP4-GFP MLPCN: 87; GRK2 aptamer HTS: 1

Results for COCCN1C(=O)C(O)=C(C(=O)c2ccco2)C1c1cccc(Oc2ccccc2)c1 (stereo not drawn) ?
CIT2 TOR yeast: 95; GASC-1 inh: 6; AGP1 TOR yeast: 98; MEP2-GFP yeast: 96; VLA-4 inh: -12; RPL19A-GFP yeast: 96; LAP4-GFP MLPCN: 97; GRK2 aptamer HTS: 0

Results for O=C(N/N=C/c1cc([N+](=O)[O-])ccc1Cl)c1cnccn1 ?
CIT2 TOR yeast: 101; GASC-1 inh: -2; AGP1 TOR yeast: 101; MEP2-GFP yeast: 97; VLA-4 inh: 16; RPL19A-GFP yeast: 94; LAP4-GFP MLPCN: 105; GRK2 aptamer HTS: 4

Results for Cn1c(=O)n(C)c2cc(NC(=O)COc3ccccc3)ccc21 ?
CIT2 TOR yeast: 100; GASC-1 inh: 3; AGP1 TOR yeast: 96; MEP2-GFP yeast: 110; VLA-4 inh: 7; RPL19A-GFP yeast: 106; LAP4-GFP MLPCN: 89; GRK2 aptamer HTS: 2

Results for O=C(CCN1C(=O)c2ccc([N+](=O)[O-])cc2C1=O)Nc1nccs1 ?
CIT2 TOR yeast: 64; GASC-1 inh: 4; AGP1 TOR yeast: 58; MEP2-GFP yeast: 101; VLA-4 inh: 13; RPL19A-GFP yeast: 93; LAP4-GFP MLPCN: 100; GRK2 aptamer HTS: 2

The closing 2 compounds of the section before are carried over, then new ones follow.
Results for Cn1c(=O)n(C)c2cc(NC(=O)COc3ccccc3)ccc21 ?
CIT2 TOR yeast: 100; GASC-1 inh: 3; AGP1 TOR yeast: 96; MEP2-GFP yeast: 110; VLA-4 inh: 7; RPL19A-GFP yeast: 106; LAP4-GFP MLPCN: 89; GRK2 aptamer HTS: 2

Results for O=C(CCN1C(=O)c2ccc([N+](=O)[O-])cc2C1=O)Nc1nccs1 ?
CIT2 TOR yeast: 64; GASC-1 inh: 4; AGP1 TOR yeast: 58; MEP2-GFP yeast: 101; VLA-4 inh: 13; RPL19A-GFP yeast: 93; LAP4-GFP MLPCN: 100; GRK2 aptamer HTS: 2

What do the screens show for `COCc1nnc(NC(=O)C2CC(=O)N(C3CCCC3)C2)s1` (stereo not drawn)?
CIT2 TOR yeast: 105; GASC-1 inh: 6; AGP1 TOR yeast: 103; MEP2-GFP yeast: 100; VLA-4 inh: 6; RPL19A-GFP yeast: 105; LAP4-GFP MLPCN: 86; GRK2 aptamer HTS: 0

Results for O=C1C(=O)N(c2nccs2)C(c2ccccc2F)/C1=C(\O)c1ccc2c(c1)OCCO2 (stereo not drawn) ?
CIT2 TOR yeast: 98; GASC-1 inh: -32; AGP1 TOR yeast: 103; MEP2-GFP yeast: 105; VLA-4 inh: 8; RPL19A-GFP yeast: 100; LAP4-GFP MLPCN: 102; GRK2 aptamer HTS: 1

What do the screens show for `CCNC(=S)N/N=C(\C)c1ccc(Cl)s1`?
CIT2 TOR yeast: 93; GASC-1 inh: 6; AGP1 TOR yeast: 114; MEP2-GFP yeast: 94; VLA-4 inh: 25; RPL19A-GFP yeast: 95; LAP4-GFP MLPCN: 96; GRK2 aptamer HTS: 0

Results for Cc1c(OC(C)C(=O)NCc2ccccn2)ccc2c3c(c(=O)oc12)CCCC3 (stereo not drawn) ?
CIT2 TOR yeast: 98; GASC-1 inh: -1; AGP1 TOR yeast: 95; MEP2-GFP yeast: 100; VLA-4 inh: -3; RPL19A-GFP yeast: 98; LAP4-GFP MLPCN: 94; GRK2 aptamer HTS: 4

How did CCOC(=O)c1c(C)oc2c1c(C(c1cccnc1)N1CCCCC1)c(O)c1ccccc12 (stereo not drawn) do in these assays?
CIT2 TOR yeast: 72; GASC-1 inh: -5; AGP1 TOR yeast: 83; MEP2-GFP yeast: 91; VLA-4 inh: -8; RPL19A-GFP yeast: 88; LAP4-GFP MLPCN: 119; GRK2 aptamer HTS: 0

What do the screens show for `N#C/C(=N\O)c1nc(-c2ccccc2)cs1`?
CIT2 TOR yeast: 78&80; GASC-1 inh: -7&0; AGP1 TOR yeast: 93&87; MEP2-GFP yeast: 99&94; VLA-4 inh: 12&2; RPL19A-GFP yeast: 101&93; LAP4-GFP MLPCN: 114&102; GRK2 aptamer HTS: 0&3

Results for O=C1C2C3c4ccccc4C(c4ccccc43)C2C(=O)N1Cc1ccccn1 (stereo not drawn) ?
CIT2 TOR yeast: 107; GASC-1 inh: -6; AGP1 TOR yeast: 111; MEP2-GFP yeast: 114; VLA-4 inh: 0; RPL19A-GFP yeast: 105; LAP4-GFP MLPCN: 114; GRK2 aptamer HTS: 3

How did CC(C)C(NC(=O)c1ccco1)C(=O)OCC(=O)NCCc1ccccc1 (stereo not drawn) do in these assays?
CIT2 TOR yeast: 97; GASC-1 inh: -3; AGP1 TOR yeast: 104; MEP2-GFP yeast: 104; VLA-4 inh: 14; RPL19A-GFP yeast: 103; LAP4-GFP MLPCN: 106; GRK2 aptamer HTS: 4

Rows were taken by chance (roughly 1.7% active in at least one column).
